ARNT TACC3 PPI = disrupts binding between human ARNT and TACC3; AlphaScreen His-ARNT PAS-B/GST-TACC3 binding, luminescence; TACC3 fragment carries E629A point mutation; Q9Y6A5; 390,000 compounds, 0.66% hits; AID 623870; inhibition, % at 9.99 µM;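 active = mean inhibition of replicates at least 50% and at least half of replicates each reaching 50%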;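 note: 0% = complete ARNT plus TACC3 wells and 100% = ARNT alone without TACC3; many hits fall short of the cut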
RAD52 inh = blocks human RAD52 DNA annealing. P43351. recombinant RAD52 DNA annealing, FRET fluorescence. inhibition, % at 18.7 µM. 360,000 compounds, 0.46% hits. AID 651710;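 active = every replicate showing at least 50% inhibition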
esBAF inh = SWI/SNF esBAF complex inhibition; 350,000 compounds, 2% hits; AID 602393; reporter increase, % at 12.5 µM; mouse ES cells, Bmi1-luciferase knock-in reporter, 24 h; 100% = twice the neutral-well signal; in the data active = activation above about 40%;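 note: 0% = median of the plate's neutral control wells and 100% = double that signal; a rise in the Bmi1 reporter signal indicates esBAF inhibition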
E-sel inducer = induces E-selectin expression in human endothelial cells | P16581 | HUVEC E-selectin immunofluorescence imaging; normalized: neutral wells 0, TNF-alpha wells 100 | activation, % at 7.58 µM | 260,000 compounds, 0.37% hits;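 active = mean E-selectin-positive cell signal at least 10% of the positive control, reached in at least 60% of replicates, without over 20% cell loss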;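 note: in these data hits start at about 27%; measured in HUVEC primary endothelial cells; signal is the percent of cells scored E-selectin positive by PE staining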
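Test system: HUVEC; input: 3,000 HUVEC/well; measured by: immunofluorescence imaging; read-out: % PE-positive cells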
RAD54 branch = RAD54 (human) branch migration inhibition | RAD54 Holliday junction branch migration, FAM/BHQ fluorescence | inhibition, % at 10.4 µM | 360,000 compounds, 0.14% hits | AID 602329;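 active = mean normalized replicate activity at least 40 and at least half of replicates scoring 40 or more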;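 note: 0% = median of neutral control wells and 100% = median of positive control wells; inhibitors cause a drop in the FAM fluorescence signal; in these data hits start at about 50%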
Target sequence (Q92698 whole entry, looked up): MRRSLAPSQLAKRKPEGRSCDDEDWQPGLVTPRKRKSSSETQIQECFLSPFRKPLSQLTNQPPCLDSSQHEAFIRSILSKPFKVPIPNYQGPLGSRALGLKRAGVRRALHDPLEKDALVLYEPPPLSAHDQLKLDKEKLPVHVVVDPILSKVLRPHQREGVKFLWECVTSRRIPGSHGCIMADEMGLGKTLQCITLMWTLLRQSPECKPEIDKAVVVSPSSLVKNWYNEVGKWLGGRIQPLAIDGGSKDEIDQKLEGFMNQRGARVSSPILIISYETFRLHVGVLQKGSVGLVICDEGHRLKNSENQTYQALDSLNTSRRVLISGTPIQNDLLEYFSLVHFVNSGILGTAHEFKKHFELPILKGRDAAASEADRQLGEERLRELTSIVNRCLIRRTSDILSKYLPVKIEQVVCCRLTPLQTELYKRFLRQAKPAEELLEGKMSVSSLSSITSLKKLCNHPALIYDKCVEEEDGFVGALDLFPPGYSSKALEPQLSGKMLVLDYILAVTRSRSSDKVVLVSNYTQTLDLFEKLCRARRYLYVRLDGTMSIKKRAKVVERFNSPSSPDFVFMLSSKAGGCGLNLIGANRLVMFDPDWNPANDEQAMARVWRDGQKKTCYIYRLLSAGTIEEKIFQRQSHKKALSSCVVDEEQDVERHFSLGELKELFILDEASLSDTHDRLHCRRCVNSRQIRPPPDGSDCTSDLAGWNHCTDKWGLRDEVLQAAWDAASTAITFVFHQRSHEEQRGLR
ERp5 inh = ERp5 (human) disulfide isomerase inhibition; Q15084; ERp5 insulin aggregation, absorbance 650 nm, 90 min; inhibition, % at 9.99 µM; 350,000 compounds, 0.05% hits;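 active = mean replicate inhibition above about 25%, with every replicate also reaching it, limit read from the data, passing the limit was not always enough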
Casp6 inh = blocks human caspase-6 cleavage activity | 350,000 compounds, 0.53% hits | AID 686996 | purified caspase-6, Z-VEID-R110 cleavage fluorescence | inhibition, % at 12.5 µM | P55212;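 active = mean inhibition across replicates at least about 35%, with every replicate also reaching that limit, limit read from the data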;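 note: 0% = median of neutral control wells and 100% = no fluorescence left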
Target sequence (P55212 24-179 limits assumed): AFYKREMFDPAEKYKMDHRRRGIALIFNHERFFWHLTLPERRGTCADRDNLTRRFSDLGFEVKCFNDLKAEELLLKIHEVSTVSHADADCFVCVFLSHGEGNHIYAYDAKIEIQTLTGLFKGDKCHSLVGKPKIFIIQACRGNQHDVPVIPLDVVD
Target sequence (P55212 194-293 limits assumed): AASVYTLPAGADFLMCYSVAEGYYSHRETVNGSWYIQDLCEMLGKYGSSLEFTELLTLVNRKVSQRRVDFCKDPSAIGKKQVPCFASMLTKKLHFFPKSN
PglD DTNB = inhibitors of Campylobacter jejuni PglD acetyltransferase. purified PglD enzyme, DTNB colorimetric CoA detection. inhibition, % at 12.5 µM. 360,000 compounds, 0.098% hits. AID 602405; in the data active = inhibition above about 16%, passing the limit was not always enough; note: strong numbers were not always called active
The depositor's hits bear a star; · = not tested or not shown.

Compound	ARNT TACC3 PPI	RAD52 inh	esBAF inh	E-sel inducer	RAD54 branch	ERp5 inh	Casp6 inh	PglD DTNB
Cc1ccc2c(=O)n3c(nc2c1)C(Cc1ccccc1)NC(=O)c1cc2ccccc2cc1-3 (centres undefined)	·	-14.9	4.7	0.1	-14.4	3.5	1.1	-7.5
O=C(COC(=O)c1cnccn1)Nc1ncc(C(F)(F)F)cc1Cl	-4.3	-31.2	11.5	16.5	-26.6	1.1	1.5	3.4
C[C@H]1CN([C@@H](C)CO)C(=O)c2cc(Br)cnc2O[C@@H]1CN(C)Cc1ccccc1	3.6	3.5	2.3	-0.1	-5.1	-14.6	1.3	2.5
CCOC(=O)C(NCc1ccccn1)(NC(=O)c1cccnc1)C(F)(F)F (centres undefined)	65.7*	·	6.5	·	-5.4	·	·	-11.8
CC1(C)Cc2c(sc3nc4n(c(=N)c23)CCCCC4)CO1	-9.9	·	5.8	·	3.7	·	·	2.9
CC1(C)CC(=O)c2cc(NC(=O)c3ccc(F)cc3)c(=O)oc2C1	2.3	-10.5	·	·	·	6.6	-6.9	·
Cc1ccccc1C(=O)NNC(=O)/C=C\C(=O)O	7.0	-17.1	·	-0.4	·	-3.7	3.7	·
S=C(NCCCN1CCOCC1)NC1CC1	-5.4	-5.7	·	·	·	-3.7	-4.6	·
Cc1ccc2nc(NC(=O)CN3C(=O)NC4(CCCCC4)C3=O)sc2c1	6.2	2.7	12.0	·	-7.6	-0.7	-0.9	-5.0
Cc1cc(Br)cc(Br)c1OCC(=O)NNC(=O)CCC(=O)NCc1ccccc1	-3.2	-12.0	-8.0	0.6	-12.4	27.3*	1.4	4.6
Cc1ccc(C(=O)Nc2ccccc2C(=O)Nc2ccccn2)cc1Cl	-5.9	-8.7	20.6	0.0	-0.5	3.4	1.8	2.4
Cn1ncn2c(=O)c3c(nc12)-c1ccccc1CC31CCCC1	-15.7	-3.7	-12.8	-0.8	·	1.7	1.0	·
Cc1ccc(CNC(=O)c2ccc(-n3cccc3)cc2)cc1	-6.8	0.8	·	·	·	4.5	6.1	·
C/C=C(/C)C(=O)Nc1cccc(C2=NOC3(C2)C[C@H](C(N)=O)N(C(=O)c2ccccc2)C3)c1 (some centres undefined)	-3.1	-0.7	-1.2	-0.2	-11.1	8.2	1.8	2.6
Cc1cc2[nH]c(=O)c(=O)[nH]c2cc1S(=O)(=O)Nc1cccc(C)c1C	-0.6	-18.5	4.6	·	-2.6	5.5	7.9	-0.6
COc1ccc(/C=N/NC(=O)CNc2n[nH]c(=O)[nH]c2=O)cc1OC	-4.6	3.0	·	·	-4.0	1.4	-0.5	5.0
COc1ccc(CNC(=O)CNC(c2ccccc2)c2ccccc2)cc1OC	·	-12.2	2.7	·	-5.7	1.0	-0.7	-0.3
Cc1ccc(Cn2c(N)c(S(=O)(=O)c3cccs3)c3nc4ccccc4nc32)cc1	12.0	·	-2.1	·	-14.2	·	·	4.2
O=C(O)C[C@H]1C[C@H]2c3cc(NC(=O)C4CCC4)ccc3O[C@H]2[C@H](CO)O1	-17.4	6.1	0.1	-0.5	1.1	-1.3	-0.6	1.4
COc1ccc(N2CCN(S(=O)(=O)c3ccc(OC)c(C(=O)N4CCCC4)c3)CC2)cc1	2.5	-3.8	-5.9	·	-17.2	-2.3	4.3	-3.5
O=C(Cc1ccc(Cl)c(Cl)c1)Nc1ccc2[nH]c(=O)[nH]c2c1	-3.3	-19.1	·	·	·	-1.0	-1.4	·
CCOC(=O)/C(=C/C=C1\Sc2cc(C)c(C)cc2N1CC)C(C)=O	3.3	-376.3	·	·	·	-3.0	-1.3	·
CC(C)(Oc1ccc(Cl)cc1)C(=O)NC1CC1	-5.2	-0.4	·	-1.1	-9.8	-3.3	-3.6	-3.5
CN(C)Cc1cn(CC[C@H]2CC[C@@H](NS(=O)(=O)c3ccc(-c4ccccc4)cc3)[C@@H](CO)O2)nn1	·	28.6	3.1	0.0	1.8	-1.5	3.1	8.9
Cc1ccc(C2CC(=O)Nc3cc4c(cc32)OCCO4)s1 (centres undefined)	-3.7	·	-1.5	·	-0.9	·	·	-1.5
COc1ccc(S(=O)(=O)N2CCCOC2CNC(=O)C(=O)NCc2ccccc2C)cc1 (centres undefined)	·	-112.7	-6.1	·	-4.2	-14.6	3.0	-0.2
O=C(NCc1ccco1)C(c1ccccc1F)N(Cc1cccnc1)C(=O)Cn1nnc2ccccc21 (centres undefined)	0.0	·	-0.5	·	-1.9	·	·	-4.2
COc1ccc(NC(=O)c2ccc(Br)o2)c([N+](=O)[O-])c1	-2.6	·	31.5	·	-4.3	·	·	1.2
O=C(O)[C@H]1[C@H](CO)[C@H]2Cn3c(ccc(-c4ccccc4F)c3=O)[C@H]2N1C(=O)c1cnccn1	8.8	9.4	3.6	-0.2	-2.3	0.0	-1.4	4.7
Nc1ccc(-c2cc(-c3cccc(N)c3)nc(-c3ccccc3)n2)cc1	-2.4	-0.3	-8.3	-2.2	3.0	-3.0	2.7	-5.4

Of the compounds above, two contain a CF3 group:
Compound	ARNT TACC3 PPI	RAD52 inh	esBAF inh	E-sel inducer	RAD54 branch	ERp5 inh	Casp6 inh	PglD DTNB
O=C(COC(=O)c1cnccn1)Nc1ncc(C(F)(F)F)cc1Cl	-4.3	-31.2	11.5	16.5	-26.6	1.1	1.5	3.4
CCOC(=O)C(NCc1ccccn1)(NC(=O)c1cccnc1)C(F)(F)F (centres undefined)	65.7*	·	6.5	·	-5.4	·	·	-11.8

(next part)
Compound	ARNT TACC3 PPI	RAD52 inh	esBAF inh	E-sel inducer	RAD54 branch	ERp5 inh	Casp6 inh	PglD DTNB
CSc1ncccc1C(=O)Nc1cccc(S(=O)(=O)N2CCCC2)c1	8.3	-12.3	3.2	9.2	-5.5	5.7	-3.0	-7.5
O=C1/C(=C/c2ccc(Br)cc2)Oc2cc(O)ccc21	-6.4	-4.5	44.1	0.4	·	1.3	3.2	·
O=C(COc1ncnc2sccc12)Nc1cccc(S(=O)(=O)N2CCOCC2)c1	1.6	-13.4	-1.5	·	6.5	14.3	1.3	-6.8
Cc1nc2ncc(Br)cc2[nH]1	1.7	-13.9	·	-0.5	·	-6.7	-1.9	·
CCOc1ccc(C(=O)NCC(=O)OCCCC(=O)c2ccc(F)cc2)cc1OCC	-1.9	-7.4	-9.6	·	-2.3	-16.7	0.0	-4.4
COc1ccc(-c2cc(C(=O)N(C)Cc3nc4ccccc4c(=O)[nH]3)c3ccccc3n2)cc1OC	-15.1	-13.1	1.5	1.4	11.2	1.0	5.3	-2.5
COc1ccc(S(=O)(=O)NCC(=O)N(CC(=O)NCc2ccccc2)Cc2ccco2)cc1	-19.5	0.7	-2.7	0.4	0.7	-1.3	-1.5	5.8
Cc1ccc(Nc2nc(COC(=O)COc3ccc(C=O)cc3)cs2)cc1	-0.1	·	48.7*	·	1.1	·	·	-0.5
CN1C(=O)c2cc(NC(=O)c3ccc(F)cc3)ccc2OC[C@H]2O[C@H](CC(=O)O)CC[C@H]21	10.6	-7.7	2.8	0.0	-14.1	2.2	6.2	-1.5
CCC(C)N(NC(C)=O)c1nc(Cl)nc(NC(C)C)n1 (centres undefined)	-5.2	·	3.9	·	-15.7	·	·	1.2
O=C(NCC[C@@H]1CC[C@@H](NC(=O)c2ccccc2F)[C@H](CO)O1)c1cnccn1	-14.5	4.4	-2.7	0.3	-5.4	-5.4	-0.2	5.2
Cc1cccc(NC(=O)C2C3CCC4C(CCC32)C4(Cl)Cl)c1 (centres undefined)	-4.6	-4.9	2.9	·	8.5	6.9	-12.2	1.8
Cc1c(C(=O)O)c(=S)sn1CCOc1ccccc1	-5.1	·	-2.6	·	3.7	·	·	-0.1
Cn1nnnc1SCCNC(=O)C1CCC(=O)N(Cc2ccccc2F)C1 (centres undefined)	-0.1	-4.6	-1.1	·	-13.4	1.8	2.3	1.9
CCN1C(=NCCOC)N[C@@H](c2ccccc2)[C@H](C(=O)OC)[C@H]1C	16.8	-3.7	-8.8	0.0	-10.3	-5.3	-1.5	5.1
CNC[C@H]1Oc2ccc(NC(=O)C3CCCCC3)cc2C(=O)N([C@@H](C)CO)C[C@H]1C	-1.1	8.9	-12.1	-0.5	9.5	-2.4	-0.6	-4.1
CCn1cc(C(=O)N[C@H](C(=O)O)C(C)C)c(=O)c2cc3c(cc21)OCO3	-31.4	-10.1	5.4	·	-8.9	0.2	-2.4	-5.0
CCCC(=O)Nc1ccc2c(c1)C(=O)N(C)C[C@H](OC)[C@H](C)CN(C(=O)c1cnccn1)[C@H](C)CO2	-0.3	-11.5	-4.2	0.0	-5.7	1.2	4.0	-1.5
CCOC(=O)c1ccc(NC(=O)Cn2cccc2)cc1	1.6	-1.1	9.5	·	·	-2.6	4.6	·
Cc1ccc(C(=O)NNC(=O)CSc2nnc(-c3ccncc3)n2-c2ccc(C)cc2)cc1	-4.0	·	-5.7	·	-1.5	·	·	-5.2
CO[C@H]1CN(C)C(=O)c2ccc(NC(C)=O)cc2OC[C@H](C)N(CCC(F)(F)F)C[C@H]1C	-5.8	17.9	0.1	-0.2	1.0	-2.8	-0.4	-0.8
CCN(C(=O)CSc1nnc(Nc2ccc(OC)cc2)s1)C1CCS(=O)(=O)C1 (centres undefined)	8.7	-2.2	·	-0.1	·	-14.1	-1.4	·
CO[C@@H]1CC[C@@H]2CCOc3c(C#N)cccc3C(=O)N(C)C[C@H](c3ccccc3)CC(=O)N(C)C[C@@H]1O2	-1.0	16.4	-3.3	0.1	-4.6	0.9	2.4	3.7
CSc1ccc(/C=C2\C(=N)N3N=C(CC(=O)N4CCOCC4)SC3=NC2=O)cc1	24.3	-29.2	-8.0	0.0	4.2	-2.5	-0.8	6.1
CN=C(NC)SC1CC(=O)N(c2ccccc2)C1=O (centres undefined)	-3.6	·	1.7	·	-3.0	·	·	4.3
Cc1cc(N)cc(C)c1-c1c(Br)cc(N)cc1Br	9.1	-20.4	-13.6	0.8	1.4	4.0	-0.7	-5.4
Cc1nnc(NC(=O)c2ccc3c(c2)C(=O)N(CCC(C)C)C3=O)s1	-5.0	·	13.7	·	-2.6	·	·	4.5
Cc1ccc(S(=O)(=O)Nc2cccc3c2O[C@H](CN(C)Cc2ccc(-c4ccccc4)cc2)[C@H](C)CN([C@H](C)CO)C3=O)cc1	3.5	-9.2	1.4	-0.3	4.7	-0.3	22.7	0.3

Grouped by structure: the compounds so far with a furan ring, fused or not (three)
Compound	ARNT TACC3 PPI	RAD52 inh	esBAF inh	E-sel inducer	RAD54 branch	ERp5 inh	Casp6 inh	PglD DTNB
O=C(NCc1ccco1)C(c1ccccc1F)N(Cc1cccnc1)C(=O)Cn1nnc2ccccc21 (centres undefined)	0.0	·	-0.5	·	-1.9	·	·	-4.2
COc1ccc(NC(=O)c2ccc(Br)o2)c([N+](=O)[O-])c1	-2.6	·	31.5	·	-4.3	·	·	1.2
COc1ccc(S(=O)(=O)NCC(=O)N(CC(=O)NCc2ccccc2)Cc2ccco2)cc1	-19.5	0.7	-2.7	0.4	0.7	-1.3	-1.5	5.8

Rows were taken by chance. About 3.2% of those tested had a hit in this group.
